Bioassay records deposited in PubChem by several laboratories.
HSF1 activator – HSF-1 activators, primary screen, NIH3T3-HGL cells, MG132 stress, luminescence, single point. activation, % at 9 µM. NIH3T3-HGL HSF-1 luciferase reporter, 8 h; 100% = twice DMSO control signal. 300,000 tested, 1.7% active. AID 504408, 2011;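 active = mean replicate activation of at least 50% with a set share of replicates each reaching 50%; inconclusive = only one of those two conditions met; inactive = mean below 50% and too few replicates reaching it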;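 also: 0% = median of the neutral control wells and 100% = twice that signal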
PolyA inh – polyadenylation inhibitors in yeast reporter cells, primary screen, luminescence, S. cerevisiae; 300,000 tested, 0.02% active; calls only at 12 µM; S. cerevisiae SKY197-pL101 polyadenylation reporter, beta-gal luminescence; efflux-impaired pdr1/pdr3 knockout yeast; score 100 = 6 SD above DMSO;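 active = lowest replicate activity score at least 50, where 100 means six control SD above control mean; inconclusive = lowest score under 50 but half or more replicates reach 50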;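 also: yeast exposed to compound for 9 h at 30 °C; higher score means more reporter readthrough which indicates perturbed polyadenylation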
GSK3B inh – human GSK3beta kinase inhibitors, primary screen, biochemical, cell-free homogeneous, HTS | Glycogen synthase kinase-3 beta (Homo sapiens), P49841 | GST-GSK3beta kinase, ADP-Glo luminescence, 60 min; active compounds read low | activity score (negative = inhibition), % at 10 µM | 300,000 tested, 0.038% active | AID 2097, 2009;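 active = more than half of replicate wells score below -50%, meaning over 50% inhibition versus plate controls; inconclusive = some replicates but at most half score below -50%; inactive = no replicate scores below -50%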;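 also: 0% = median DMSO wells and -100% = median GW8510 positive control wells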
Target sequence (P49841 whole entry, looked up): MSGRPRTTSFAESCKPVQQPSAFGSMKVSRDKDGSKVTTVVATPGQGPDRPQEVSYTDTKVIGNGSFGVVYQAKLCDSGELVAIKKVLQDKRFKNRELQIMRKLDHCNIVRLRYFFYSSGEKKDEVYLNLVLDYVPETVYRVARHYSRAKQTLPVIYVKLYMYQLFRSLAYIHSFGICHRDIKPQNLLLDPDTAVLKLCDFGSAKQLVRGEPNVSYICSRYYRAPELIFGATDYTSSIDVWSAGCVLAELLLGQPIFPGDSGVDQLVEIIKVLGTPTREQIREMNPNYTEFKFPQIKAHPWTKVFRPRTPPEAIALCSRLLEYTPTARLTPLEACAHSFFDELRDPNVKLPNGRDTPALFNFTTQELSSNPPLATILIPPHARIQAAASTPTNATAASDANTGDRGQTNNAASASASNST
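Assay system: GST-fused GSK3beta enzyme, cell-free / Medium: Tris pH 7.5 buffer with MgCl2, DTT, BSA, heparin / Also added: peptide substrate plus 25 µM ATP (final) / Compound: 10 µM single point / Timing: kinase reaction with compound 60 min at room temperature / Detection: ADP-Glo luminescence / Benchmarks: DMSO neutral wells and GW8510 at 20 µM as positive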
Dyrk1A ADPGlo – rat Dyrk1A kinase inhibitors, primary screen, biochemical, single point, plate reader; Dual specificity tyrosine-phosphorylation-regulated kinase 1A (Rattus norvegicus), Q63470; 310,000 tested, 0.43% active; inhibition, % at 12.5 µM; ADP-Glo luminescence, NFATc1 peptide; AID 504441, 2011; in the data active = inhibition above about 50%;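 also: plate controls were vehicle with enzyme for no effect and no enzyme for full effect; many of its hits are not listed in these tables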
HDAC3 inh – HDAC3 deacetylase inhibitors, primary screen, biochemical, fluorescence, cell-free homogeneous. recombinant HDAC3, fluorogenic peptide/trypsin coupled. inhibition, % at 8.3 µM. 320,000 tested, 0.15% active. AID 2718, 2010; in the data active = inhibition above about 26%, passing the limit was not always enough; inconclusive = no clear call, values can overlap the other calls
GSK3A inh – blockers of GSK3A enzyme activity – biochemical, luminescence, cell-free homogeneous, HTS, primary screen; GSK-3 alpha kinase, ADP-Glo luminescence, 60 min; Glycogen synthase kinase-3 alpha (Homo sapiens), P49840; inhibition, % at 10 µM; 320,000 tested, 0.1% active;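 in the data active = inhibition above about 50%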;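 also: GST-tagged GSK-3 alpha with peptide substrate and 25 µM ATP; 0% = DMSO neutral wells and 100% = GW8510 positive control wells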
Target sequence (P49840 whole entry, looked up): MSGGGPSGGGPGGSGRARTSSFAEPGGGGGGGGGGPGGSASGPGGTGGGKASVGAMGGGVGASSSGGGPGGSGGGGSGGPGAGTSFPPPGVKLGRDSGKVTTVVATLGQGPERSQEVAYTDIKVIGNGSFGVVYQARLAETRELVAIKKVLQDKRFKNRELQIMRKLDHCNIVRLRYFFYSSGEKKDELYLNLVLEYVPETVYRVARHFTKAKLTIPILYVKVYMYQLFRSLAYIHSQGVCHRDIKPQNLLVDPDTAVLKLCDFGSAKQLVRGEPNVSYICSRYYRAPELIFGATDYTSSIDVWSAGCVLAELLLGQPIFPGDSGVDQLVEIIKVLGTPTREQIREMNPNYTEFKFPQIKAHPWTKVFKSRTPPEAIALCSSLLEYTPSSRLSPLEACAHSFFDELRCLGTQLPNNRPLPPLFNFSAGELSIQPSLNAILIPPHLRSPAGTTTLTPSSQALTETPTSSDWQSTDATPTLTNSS
HSF1 inhib – HSF1 inhibitors in luciferase reporter cells, primary screen, cell-based, NIH3T3, luminescence; NIH3T3-HGL HSE-luciferase, MG132-induced, luminescence 8 h; active compounds read low; 300,000 tested, 0.77% active; activity change, negative = inhibition, % at 7.5 µM (by protocol);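 active = more than half of replicate wells show activity change below -50%, luminescence cut by over half; inconclusive = some wells, but at most half, below -50%; inactive = no replicate well below -50%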;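 also: luciferase reports HSF-1 transcriptional activity via heat shock element; 0% = median of DMSO wells and -100% = zero luminescence signal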
AI-2 QS modul – Vibrio harveyi AI-2 quorum sensing modulators, primary screen, JMH597 strain, luminescence/OD600 ratio. Vibrio harveyi JMH597 AI-2 luminescence/OD600 ratio, 9 h; active compounds read low; strain lacks LuxN and CqsS sensors; 0 = neutral-control median. activity change, % at 7.5 µM. 300,000 tested, 0.4% active; in the data active = activity change below about -75%, passing the limit was not always enough; inconclusive = no clear call, values can overlap the other calls;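 also: luminescence divided by OD600 gain over 9 h not by final OD600 alone; inactives centre near 13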
Platelet DG rel – inhibitors of platelet dense granule secretion, primary screen, cell-based, MLPCN, human platelets | human platelet-rich plasma, SFLLRN dense granule ATP release, luminescence | 300,000 tested, 0.22% active | AID 1663, 2009 | inhibition, %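 (compounds screened at 7.5 µM in platelet-rich plasma)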;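 active = mean replicate score, as percent of positive control, at or above 50; inconclusive = mean below 50 but at least one replicate at or above 50; inactive = mean and every replicate below 50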
HSP90 refold inh – HSP90 inhibitors, primary screen, cell lysate, luminescence; Heat shock protein HSP 90 (rabbit reticulocyte lysate; luciferase refolding); Rabbit reticulocyte lysate, luciferase refolding luminescence, 3 h; inhibition, % at 5.6 µM; 290,000 tested, 0.91% active;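 active = inhibition above the screen-wide mean plus 3 SD, computed separately per campaign, cut at about 16% in these data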;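 also: 0% = DMSO wells and 100% = 60 µM geldanamycin wells; inhibitors lower the luminescence because luciferase stays unfolded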
* = called active by the depositor; i = inactive; ? = inconclusive; / = no result given.

| HSF1 activator | PolyA inh | GSK3B inh | Dyrk1A ADPGlo | HDAC3 inh | GSK3A inh | HSF1 inhib | AI-2 QS modul | Platelet DG rel | HSP90 refold inh | compound |
| --- | --- | --- | --- | --- | --- | --- | --- | --- | --- | --- |
| 32 | i | / | -4 | 1 | 2 | -3 | / | -1 | 4 | Cc1cc(C)n(C(C)CNC(=O)c2ccc3c(c2)OCO3)n1 (centres undefined) |
| 26 | i | 0 | 2 | 3 | 6 | 7 | 17 | 4 | 4 | CN(C)CCOCCOc1ccc(Cl)cc1C(C)(C)C |
| 0 | i | -1 | -5 | -3 | -1 | 2 | 0 | 11 | / | CN1C(C(=O)NCC2CC2)CC2Cn3c(nc4cc5ccccc5cc43)C21 (centres undefined) |
| -32 | i | -2 | 2 | 1 | 4 | -18 | 32 | 2 | 3 | O=C(CN1CCN(C2CCCCC2)CC1)c1c[nH]c2ccccc12 |
| -2 | i | 3 | -12 | 1 | -2 | 6 | 17 | -5 | 0 | Cc1cccc(S(=O)(=O)NNC(=O)c2cc(-c3ccc(F)cc3)nc3ccccc23)c1 |
| 6 | i | 0 | -2 | 5 | -1 | -7 | 13 | 4 | 2 | CCOc1ccc(C(=O)Nc2ccc(N3CCN(C(C)=O)CC3)cc2)cc1[N+](=O)[O-] |
| 20 | i | 4 | -3 | 0 | 10 | 12 | 22 | 4 | 3 | CCCCCCNc1cc(C)oc(=O)c1C(C)=O |
| -15 | i | 1 | -2 | -7 | -1 | 7 | 24 | -4 | 1 | CC1=C/C(=N\OC(=O)/C=C/c2ccccc2)C(C)=CC1=O |
| 17 | i | -3 | 3 | -3 | -2 | 5 | 16 | 0 | -1 | Cn1cccc1Cc1nnc(SCC(=O)NCCc2ccccc2)n1-c1ccc(F)cc1 |
| 49 | i | 1 | -1 | 2 | 3 | 28 | 24 | 9 | 5 | O=c1[nH]c(O)c(/C=C2\C=Nc3ccccc32)[nH]1 |
| -23 | i | 0 | 2 | -1 | 2 | -3 | 14 | 11 | 0 | CCOC(=O)C1(Cc2ccccc2Cl)CCN(C(=O)CCn2ccnc2C)CC1 |
| 43 | i | 2 | / | -2 | -5 | 16 | -3 | -13 | -1 | Cc1cc(C(=O)COc2ccc(Cl)cc2Br)c(C)n1C |
| 5 | i | 2 | -3 | / | / | -4 | 21 | 2 | -4 | O=C(CSCc1ccccc1Cl)Nc1c[nH]c(=O)[nH]c1=O |
| -20 | i | 1 | -9 | -6 | 0 | -3 | 2 | 9 | 3 | CCOc1ccc(N2CC(C(=O)OCC(=O)c3ccc(OC)cc3)CC2=O)cc1 (centres undefined) |
| 20 | i | 0 | 7 | -4 | -1 | 2 | 0 | 6 | -2 | CCc1nc(Nc2ccccc2OC)c2oc3ccccc3c2n1 |
| 13 | i | 2 | -3 | -5 | -3 | 0 | 22 | -2 | / | CC1CC(C)CN(S(=O)(=O)c2cc3c4c(c2)CCC(=O)N4CCC3)C1 (centres undefined) |
| -6 | i | 1 | -6 | -14 | / | 2 | 29 | 2 | 5 | Cc1ccc(-c2cc(C(=O)N3CCc4ccccc4C3)[nH]n2)cc1C |
| 26 | i | 8 | 17 | 6 | -4 | 32 | 17 | -4 | 3 | Clc1ccc2nc(CN3CCCc4ccccc43)cn2c1 |
| 42 | i | 2 | 3 | 4 | -6 | 9 | 11 | -3 | -3 | C=CCNc1nc2ccccc2nc1NS(=O)(=O)c1cccs1 |
| -2 | i | -1 | -3 | / | -1 | 0 | 9 | 1 | 2 | Cc1cccc(N(CC(=O)N/N=C/c2ccccc2C(=O)O)S(C)(=O)=O)c1C |
| 0 | i | 3 | -1 | ? | -4 | -5 | 51 | -4 | -4 | COc1cccc(-n2c(CNc3ccc(F)cc3)nnc2SCC(N)=O)c1 |
| 2 | i | -7 | 3 | -3 | 4 | 1 | 4 | -5 | -2 | CCn1nc(NC(=O)CC(C)C)c2cc3ccc(C)cc3nc21 |
| / | / | -4 | -6 | 5 | 4 | / | 28 | / | 0 | CCCC(=O)Nc1nnc(-c2ccco2)s1 |
| -2 | i | 0 | 2 | -2 | -2 | 2 | 21 | -3 | / | C=CCNC(=O)c1ccc(-c2nc3ccccc3nc2-c2ccccc2)cc1 |
| -9 | i | 0 | -1 | 2 | 3 | -4 | 2 | -4 | 4 | O=C(CNc1cc(S(=O)(=O)N2CCOCC2)ccc1NCC1CCCO1)Nc1cccc(F)c1 (centres undefined) |
| -9 | i | -4 | / | 6 | 6 | 4 | -5 | -3 | -1 | Cn1c(=O)cc2c3c(c(N4CCCCC4)ccc31)C(=O)c1ccccc1-2 |
| -15 | i | 4 | 6 | 0 | -5 | 1 | 70 | -35 | / | O=C(CN1C(=O)NC2(CCCC2)C1=O)N1CCN(S(=O)(=O)c2cccc(C(F)(F)F)c2)CC1 |
| -6 | i | 0 | 9 | -6 | -4 | -10 | 6 | 0 | -1 | O=C(N/N=C/c1ccccn1)c1ccc(S(=O)(=O)N2CCCCCC2)cc1 |
| -1 | i | 2 | -2 | -6 | 0 | -5 | -1 | -7 | / | CC(C)CCNC(=O)C1CC(c2cccc(F)c2)=NO1 (centres undefined) |
| 8 | i | 3 | 11 | 3 | -1 | -6 | -6 | 3 | / | Cn1c(N)c(C(=O)CNC2CCCCC2)c(=O)n(C)c1=O |
| -20 | i | -3 | -2 | -7 | -4 | 2 | 15 | 1 | 1 | COCc1ccc(CN2CCCC(CO)(Cc3cccc(OC)c3)C2)o1 (centres undefined) |
| 25 | i | 4 | -1 | -3 | 1 | 7 | 6 | 3 | 2 | O=C(CCn1c(=S)oc2ccccc21)Nc1ccc(F)cc1 |
| -4 | i | -8 | 1 | 4 | -3 | -6 | 10 | / | 13 | Cn1c(=O)c2c(n(C)c1=O)=NC1(CCCCC1)N=2 |
| 11 | i | 1 | 12 | 1 | -1 | -6 | 7 | 1 | 0 | Cc1ccc(C)c(OCC(=O)Nc2cccc(S(=O)(=O)NC3=NCCCCC3)c2)c1 |
| 15 | i | 1 | -7 | 15 | 0 | -1 | 29 | -20 | 0 | Cc1ccc(C)c(N2CCN(C(=O)C34CC5CC(C3)CC(n3nnc(C)n3)(C5)C4)CC2)c1 |
| 13 | i | 1 | -3 | -2 | 7 | 3 | 35 | 0 | 5 | COC(=O)C1CN(C(=O)C(C)Oc2ccccc2Cl)c2ccccc2O1 (centres undefined) |
| -17 | i | -6 | 14 | -5 | -2 | 1 | 15 | 1 | -2 | OCC1CCCCN1CCNCc1cn[nH]c1-c1cccc2ccccc12 (centres undefined) |
| 1 | i | 2 | 0 | -1 | -5 | -1 | 28 | -9 | 1 | O=C(Nc1ncc(Cc2cccc(Cl)c2)s1)C1=NCCN1 |
| -6 | i | 3 | -4 | 1 | / | -2 | 21 | 13 | 2 | Cc1cccc2cc(CN(CC3CCCO3)C(=O)NC3CCCCC3)c(=O)[nH]c12 (centres undefined) |
| 6 | i | -5 | 1 | -1 | / | 5 | 1 | 0 | 1 | c1ccc(-n2ncc3c2ncn2cnnc32)cc1 |
| / | i | 0 | -3 | 2 | 4 | / | 22 | 3 | -1 | CC(=O)NC(NC(=S)Nc1ccccc1Br)C(Cl)(Cl)Cl (centres undefined) |
| 37 | i | 0 | 0 | 7 | -2 | 27 | 2 | -4 | -1 | CCN(Cc1ccccc1)C(=O)CCc1nnc(CCCc2ccccc2)o1 |
| 2 | i | 2 | -3 | 1 | -1 | 2 | 10 | -6 | 5 | O=C(NCCc1ccccc1)C(=O)NC1CCCCC1 |
| 0 | i | 4 | -3 | -7 | 8 | 0 | 9 | -3 | -2 | COc1cccc(C2CC(=O)Nc3cc(OC)c(OC)cc32)c1 (centres undefined) |
| -2 | i | -22 | -6 | 2 | 1 | 0 | 13 | 15 | 0 | O=C(NNS(=O)(=O)c1ccccc1)c1ccncc1 |
| 10 | i | 3 | -7 | 9 | -1 | 2 | 34 | -7 | -2 | CCOC(=O)C(NC(C)=O)C(=O)Nc1ccc(C(C)(C)C)cc1 (centres undefined) |
| -2 | i | -1 | -4 | -2 | 5 | 0 | 2 | -7 | 1 | Cc1onc(-c2ccccc2Cl)c1C(=O)NCc1ccc(F)cc1 |
| -37 | i | -3 | 4 | 0 | 0 | -22 | 41 | 8 | -2 | O=[N+]([O-])c1cccc(-c2nc(-c3ccncc3)no2)c1 |
| -6 | i | -8 | 9 | 7 | -4 | 2 | -6 | 12 | 2 | Cc1onc(-c2ccccc2Cl)c1C(=O)N1C=CC(C(F)(F)F)=NCC1 |
| 0 | i | 1 | -3 | -1 | -3 | 1 | 12 | -2 | 1 | CC(C)C(c1nnnn1Cc1ccc(F)cc1)N1CCSCC1 (centres undefined) |

Later entries
| HSF1 activator | PolyA inh | GSK3B inh | Dyrk1A ADPGlo | HDAC3 inh | GSK3A inh | HSF1 inhib | AI-2 QS modul | Platelet DG rel | HSP90 refold inh | compound |
| --- | --- | --- | --- | --- | --- | --- | --- | --- | --- | --- |
| 20 | i | 6 | -2 | -2 | -1 | 7 | 17 | 8 | -1 | CC1CN(C(=O)c2cccc(S(=O)(=O)Nc3cc(Cl)ccc3Cl)c2)CC(C)O1 (centres undefined) |
| -1 | i | -2 | -5 | 2 | -2 | -5 | 17 | 12 | 7 | COc1ccc(C)cc1NC(=O)CCCN1C(=O)C2CC=CCC2C1=O (centres undefined) |
| -11 | i | -3 | 9 | -6 | 28 | -4 | 26 | -2 | 5 | CCCCn1c(O)c(C=NCCCN(C)C)c(=O)[nH]c1=O |
| -1 | i | 1 | 2 | 0 | -1 | 2 | 13 | 4 | -7 | C=CCN(C(=O)c1csnn1)C(C(=O)NCc1ccccc1)c1c(F)cccc1Cl (centres undefined) |
| 5 | i | 1 | 7 | -2 | -4 | -1 | 25 | -2 | / | OCC[C@H]1C[C@@H](O)[C@H](O)[C@]2(CCCO2)O1 |
| -10 | i | 4 | 2 | -6 | -2 | -2 | 17 | 3 | -3 | COc1ccccc1NC(=O)CN1CCCCC1 |
| 9 | i | 1 | 15 | -2 | 0 | 9 | -28 | -3 | 2 | Cc1ccccc1NC(=S)NC(=O)/C=C/c1ccco1 |
| 7 | i | 1 | -90 | -3 | -4 | -11 | 14 | 0 | -1 | CCCCCOc1ccc(/C=C/C(=O)NCCc2nc3ccccc3[nH]2)cc1OC |

The list is partial, so the mix of outcomes need not match the whole.
